SNCA expr inhib: inhibitors of alpha-synuclein (SNCA) gene expression | actives 0.17% (n = 140,000) | HEK-293 SNCA-luciferase knock-in, luminescence, 24 h | AID 1671194 | Potency, µM (highest dose often 57.2 µM), without a hit: at the highest dose activity change, negative = inhibition, most hits filed as inhibitors;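 note: potency is the fitted concentration of half-maximal effect; plate controls were DMSO cells for no effect and cell-free wells for full effect; nearly all actives have a fitted effect of over 45% in size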
SNCA viab count: counter-screen for SNCA expression inhibitors: cell viability. HEK-293-SNCA-luc viability, GF-AFC fluorescence, 24 h. Potency, µM (series often up to 57.1 µM), without a hit: at the highest dose activity change, negative = cytotoxicity, usual class: cytotoxic. actives 0.12% (n = 150,000);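 note: potency is the fitted concentration of half-maximal effect; 0% = DMSO-treated cells and -100% = medium-only wells without cells; nearly all actives have a fitted effect of over 30% in size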
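Cytotoxicity counterscreen: after 24 h compound treatment of genome-edited SNCA-luciferase HEK-293 cells, live-cell protease substrate GF-AFC read by fluorescence after 30 min; activity scaled between DMSO (0%) and medium-only (-100%), curves Hill-fitted.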
GPT2 inhibitor: GPT2 alanine aminotransferase inhibition; actives 0.25% (n = 100,000); Recombinant GPT2, coupled pyruvate oxidase/HRP Amplex Red fluorescence; Potency, µM (top dose mostly 57.7 µM), without a hit: at the highest dose activity change, negative = inhibition, hits mostly inhibitors; Q8TD30; note: potency is the fitted concentration of half-maximal effect; nearly all actives have a fitted effect of over 60% in size; many of its hits are not listed in these tables
Target sequence (Q8TD30 whole entry, looked up): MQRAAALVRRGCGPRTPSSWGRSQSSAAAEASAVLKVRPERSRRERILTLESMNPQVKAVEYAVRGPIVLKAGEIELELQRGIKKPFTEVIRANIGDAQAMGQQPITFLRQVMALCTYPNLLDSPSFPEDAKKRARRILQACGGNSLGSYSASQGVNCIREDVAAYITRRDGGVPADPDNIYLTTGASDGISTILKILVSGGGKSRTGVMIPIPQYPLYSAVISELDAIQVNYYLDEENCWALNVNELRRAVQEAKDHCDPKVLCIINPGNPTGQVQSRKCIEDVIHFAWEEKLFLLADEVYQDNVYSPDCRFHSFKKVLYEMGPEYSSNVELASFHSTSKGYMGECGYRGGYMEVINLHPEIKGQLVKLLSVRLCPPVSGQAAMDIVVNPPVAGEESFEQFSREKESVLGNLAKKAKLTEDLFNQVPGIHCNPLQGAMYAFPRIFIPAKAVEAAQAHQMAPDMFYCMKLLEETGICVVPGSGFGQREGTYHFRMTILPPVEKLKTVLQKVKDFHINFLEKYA
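Recombinant GPT2 (10ng/uL) with 250uM a-KG and 2mM L-alanine, 30 min at room temperature, in HEPES pH 7.5 buffer. Pyruvate detected by pyruvate oxidase/HRP/Amplex Red fluorescence after 30 min in the dark; AOA (50uM) as positive control.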
Luciferase inh: Photinus pyralis luciferase inhibition | Potency, µM (series often up to 115 µM), for the others: at the highest dose activity change, negative = inhibition, usual class: inhibitors | purified P. pyralis luciferase, luminescence, biochemical | actives 2.5% (n = 76,000) | AID 1347043; note: potency is the fitted concentration of half-maximal effect; nearly all actives have a fitted effect of over 65% in size
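Luminescence read by CCD imaging after purified firefly luciferase (10nM final) was added to substrate buffer holding 10uM D-luciferin and 10uM ATP, pH 7.5, pre-dosed with compound.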
IP6K1 inh: blocks human inositol hexakisphosphate kinase 1. Q92551. IP6K1 kinase, ADP-Glo luminescence, 2 h; stronger effect = lower value. activity change, % (series mostly up to about 58 µM). actives 0.81% (n = 140,000); in the data active = activity change below about -25%
Target sequence (Q92551 whole entry, looked up): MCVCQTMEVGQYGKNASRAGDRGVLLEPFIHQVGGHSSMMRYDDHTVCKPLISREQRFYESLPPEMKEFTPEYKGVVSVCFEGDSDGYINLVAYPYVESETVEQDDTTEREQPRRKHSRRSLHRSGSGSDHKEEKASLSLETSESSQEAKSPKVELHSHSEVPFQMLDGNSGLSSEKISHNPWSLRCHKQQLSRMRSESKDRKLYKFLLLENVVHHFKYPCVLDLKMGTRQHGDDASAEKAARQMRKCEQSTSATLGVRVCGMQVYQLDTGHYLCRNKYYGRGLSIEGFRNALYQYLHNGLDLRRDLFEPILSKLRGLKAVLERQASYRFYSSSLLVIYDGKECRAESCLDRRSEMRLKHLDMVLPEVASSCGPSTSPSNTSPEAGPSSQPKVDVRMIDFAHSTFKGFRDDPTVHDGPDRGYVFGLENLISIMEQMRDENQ
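ADP-Glo luminescence measures ADP made by human IP6K1 during a 2 h RT reaction with ATP/IP6 (mix at 1.3 mM/130 uM); top library doses 57.5 and 19.1 uM final.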
3T3 cytotox: kills NIH 3T3 cells | Potency, µM (top dose mostly 96.7 µM), for the others: at the top dose activity change, negative = cytotoxicity, hits mostly inhibitors | NIH 3T3 viability, CellTiter-Glo ATP luminescence, 48-72 h | actives 4.3% (n = 94,000); note: potency is the fitted concentration of half-maximal effect; nearly all actives have a fitted effect of over 55% in size
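ATP-dependent luminescence (CellTiter-Glo) served as the viability signal for NIH 3T3 cells treated with compound for 48 or 72 hr at 37 °C.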
HEK cytotox: kills HEK 293 cells. AID 1345083. HEK 293 viability, ATP luminescence (CellTiter-Glo), 48-72 h. Potency, µM (titrated, usually from 115 µM), without a hit: top-dose activity change, negative = cytotoxicity, hits mostly inhibitors. actives 6.6% (n = 94,000); note: potency is the fitted concentration of half-maximal effect; nearly all actives have a fitted effect of over 60% in size
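Cells seeded first (HEK 293, 250 cells/well), then compound added by pintool. Incubation ran 48 or 72 hr at 37 degree Celsius. CellTiter-Glo was added and luminescence imaged after 10 min at room temperature.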
The depositor's hits bear a star; i = inactive; ? = inconclusive; · = not tested or not shown; & = joins results of further samples; [ ] = another dose, or the depositor's remark. Unless noted, calls come from the whole dose curve; as a rule, active = well fitted curve in the direction sought with a large enough effect; inconclusive = small, poorly fitted or top-dose-only effect, or another doubt; inactive = no such curve, though single readings can be large; an effect the other way counts as inactive or inconclusive. Unless noted, % is set by controls: 0 for no effect and ±100 for the full control effect.

Values in the order – IP6K1 inh, SNCA expr inhib, Luciferase inh, 3T3 cytotox, GPT2 inhibitor, SNCA viab count, HEK cytotox
- Cc1ccc2sc(N3CCN(C(=O)C4COc5ccccc5O4)CC3)nc2c1C (centres undefined)
 : 50, 21%, ·, ·, ·, 2%, ·
- Cc1cc(C(=O)N2CCC3(CC2)CC(N(C(=O)c2ccccc2)C2CC2)CCO3)n(C)n1 (centres undefined)
 : -13, 4%, 0%, -27%, -3%, 12%, ?
- COc1ccc(C(=O)O)cc1Nc1nc2ccc(C)cc2n2cnnc12
 : 5, 14%, ·, ·, ·, -4%, ·
- O=C(C1CC1)N1C[C@@H]2OCC(=O)N(Cc3ccccn3)[C@@H]2C1
 : 12, 4%[87.6 µM], -3%[172 µM], -2%[174 µM], -7%[88.5 µM], 6%[87.6 µM], -6%[172 µM]
- CCOc1cc(C2c3c(oc4ccccc4c3=O)C(=O)N2Cc2ccc3c(c2)OCO3)ccc1O (centres undefined)
 : -8, -22%, ·, ·, ·, 7%, ·
- COCc1c(C(=O)N[C@@H]2CN(c3ncccn3)C[C@H]2CN(C)C)noc1C
 : 4, 5%, -4%, -16%, i, 4%, -1%
- CN(C)Cc1cn(CC2CCN(C(=O)c3ccc4c(c3)OCO4)CC2)nn1
 : 9, 14%, -11%, -15%, ?, 7%, -14%
- CC1Cc2ccccc2N1S(=O)(=O)c1nnc(NC(=O)c2ccccc2)s1 (centres undefined)
 : 4, ?, ·, ·, ·, -7%, ·
- CCC[C@@H]1CN(C(=O)C2(c3ccc(F)cc3)CCOCC2)C[C@H]1N(C)C
 : 6, 6%, 2%, -15%, -6%[11.5 µM], -1%, -12%
- Cn1c2ccccc2c2c3c(c4c5ccccc5n(CCC#N)c4c21)CNC3=O
 : -6, ?, ·, ·, -3%, 9%&-25%, ·
- Cn1cc(-c2cccc(Cl)c2)c2nc(CN3CC[S+](=O)([O-])CC3)cn2c1=O
 : 4, 27%[87.6 µM], -11%[172 µM], ?, i, 6%[87.6 µM], -30%[172 µM]
- COc1cccc(C(=O)N2CCC3(CC2)N(C)C(=O)CS3(=O)=O)c1C
 : -5, -10%, -2%, -14%, 4%, -17%, -3%
- COc1ccc(NC(=O)N2CC(Oc3cccc(-c4nc(C)no4)c3)C2)cc1
 : 14, 5%, ·, ?, i, 3%, ?
- Cc1cc(C)cc(CN2CCC3(CC2)Cc2ccccc2CNC3=O)c1
 : 1, 3%, ·, -26%, i, -19%, ?
- Cn1cccc1C(=O)N1CCC(Nc2cccnc2)C1 (centres undefined)
 : 6, -5%, -8%, i, i, 9%, -1%
- O=[S+]([O-])(Cc1ccccc1)N1C[C@@H](CO)[C@@H]2Oc3ccc(Cl)cc3[C@@H]21
 : 11, ·, ·, ?, ·, ·, ?
- CNC(=O)c1cc(C2CC2)nc2onc(C3CCCN(C(C)=O)C3)c12 (centres undefined)
 : 0, ·, ·, 3%[138 µM], ·, ·, -9%[172 µM]
- O=C(Nc1ccccc1)N1CC2CC(C1)[C@H]1CCCC(=O)N1C2 (some centres undefined)
 : -2, 13%, -8%, 3%, -16%, 3%, 9%
- Cc1cccc(C)c1-c1cc(C(=O)N2CCC(C#N)CC2)c2cnn(C)c2n1
 : 25, 18%, ·, -19%, 3%, -9%, -32%
- O=C(NC1CCN(c2cc(-c3ccccc3)[nH]n2)CC1)c1cc(Cl)ccc1F
 : 10, 10%, -2%, ?, i, 2%, ?
- CN1CCC(NC(=O)c2cccc3c2CCN3C(=O)Nc2ccccc2)CC1
 : -24, 12%, 22µM*, ?, i, -5%, -8%
- CC(CNC(=O)CCc1cn(Cc2ccccc2Cl)c2ccccc12)c1ccccc1 (centres undefined)
 : 25, 10%, ·, ·, ·, 6%, ·
- Cc1cccc(N(C)C(=O)CN2C(=O)NC3(CCC(C)CC3)C2=O)c1 (centres undefined)
 : -4, -14%, -8%, -11%, 2%, -3%, -9%
- Cc1oc(-c2ccc(Cl)cc2)nc1Cn1c(=O)cc(C)c2c(C)nn(-c3cccc(F)c3)c21
 : 25, 8%, ·, ·, ·, -5%, ·
- CCCCn1c(SCc2ccccc2C#N)nc2c(sc3ccccc32)c1=O
 : -18, 1%, ·, ·, ·, -6%, ·
- Cc1ccc(C(=O)N[C@H]2CO[C@H]3[C@@H]2OC[C@H]3OC(=O)Nc2ccc(C(C)C)cc2)cc1
 : -1, 20%[87.6 µM], ?, -11%[174 µM], 3%[88.5 µM], -10%[87.6 µM], -23%[172 µM]
- O=C1c2ccccc2CN1C1CCN(Cc2cncs2)CC1
 : -18, -10%, ·, i, 4%, 4%, i
- O[C@@H]1CO[C@H]2[C@@H]1OC[C@@H]2O
 : -4, 3%[25.6 µM], ·, ·, i, 59%[23.9 µM], ·
- Cc1nc(-c2c3n(c(=O)n(Cc4cc(F)cc(F)c4)c2=O)CCCCC3)no1
 : -2, 7%, 12%, -23%, 4%, -1%, ?
- COc1ccc(-c2cc(N3CCCC(NC(=O)c4ccccc4Br)C3)n[nH]2)cc1 (centres undefined)
 : 11, 44%[activator], ?, ?, ?, -20%, ?
- CCN(Cc1ccccc1)C(=O)CN1CCCc2nc(C3CC3)ncc2C1=O
 : 6, -15%, 5%, -11%, i, -3%, ?
- O=C(Nc1ccccc1F)N1CCCC1c1nncn1-c1ccccc1 (centres undefined)
 : -15, 9%, 8%, i, i, -2%, -3%
- COCC(=O)N[C@H]1CCN2C(=O)c3cc(-c4cccc(C)c4C)ccc3NC(=O)[C@@H]2C1
 : -3, -13%[87.6 µM], 17%[172 µM], -26%[174 µM], i, 0%[87.6 µM], -26%[172 µM]
- COC(=O)c1cc2sccc2n1CC(=O)Nc1cc(Cl)ccc1OC
 : 14, -27%, ·, ·, ·, 4%, ·
- CC(=O)NC(C)c1nnc2n1CCN(C(=O)c1ccc(C(F)(F)F)cc1)C2 (centres undefined)
 : 11, ·, ·, -1%, ·, ·, -12%
- O=C(c1ccccc1OCC1CCCN(CCCc2ccccc2)C1)N1CCCC1 (centres undefined)
 : -22, 2%, -7%, -27%, i, -7%, -25%
- NS(=O)(=O)c1ccc(CCNC(=O)c2cc3n(n2)CC(c2ccc(Cl)cc2)OC3)cc1 (centres undefined)
 : -9, ?, -23%, ?, 5%, -20%, 45µM*
- Cc1cc2c(cc3c(SCc4ccc(Cl)cc4)nncn32)o1
 : -6, 3%, ·, ·, ·, -9%, ·
- O=C(CN1CC2CC(C1)[C@H]1CCCC(=O)N1C2)NCCN1CCCCC1 (some centres undefined)
 : 21, 0%, 1%, i, -2%, 8%, -4%
- Cc1ccc(OCC(=O)Nc2cccc(C(=O)OCc3cc(=O)n4nc(C)sc4n3)c2)cc1
 : -10, 54%[activator], ·, ·, ·, -9%, ·
- CON(C)C(=O)[C@H](O)[C@H](Cc1ccccc1)NC(=O)c1cc2cc(Cl)ccc2[nH]1
 : 6, ·, ·, ·, i, -7%, ·
- CC(C)(C)OC(=O)NC(C)(CN)c1ccccc1 (centres undefined)
 : -2, -9%[87.6 µM], ·, -1%[174 µM], -19%[88.5 µM], -22%[87.6 µM], -1%[230 µM]
- Cc1ccc(C(=O)NCc2nnnn2-c2ccc(C)c(C)c2)cc1
 : -3, ?, ·, ·, ·, 8%, ·
- O=C(NCc1ccc(-c2cnc3c(Oc4ccccc4)nccn23)cc1)c1ccn[nH]1
 : -4, -6%[87.6 µM], -11%[172 µM], ?, i, 2%[87.6 µM], ?
- O=C(NCCc1ccccc1F)c1nc2sccn2c1Br
 : 5, -34%, 1.6µM*, ?, i, -7%, ?
- COc1cccc(-c2ccc(CN3CCCC(NC(=O)c4ccccc4C)C3)cc2)c1 (centres undefined)
 : 12, 60%[activator], ·, 40µM*, i, -13%, 22µM*
- Cc1nccn1-c1ccc(NC(=O)C2CCCN(c3ncccc3C#N)C2)cc1 (centres undefined)
 : -8, 1%, -6%, ?, i, -30%, 40µM*
- COc1cccc(C(=O)N2CCN(c3cc(C(F)(F)F)nc(C)n3)CC2)c1
 : 3, -23%, 0%, -17%, i, -9%, ?
- COc1ccc(S(=O)(=O)N2CC(N(C3CCOCC3)S(C)(=O)=O)C2)cc1
 : 1, 0%, 1%, -6%, 1%, 2%, i
- Cc1oc(-c2ccccc2)nc1CNC(=O)Nc1ccccc1
 : 3, ?, ·, ·, ·, -9%, ·
- CCOCCCn1c(SCC(=O)Nc2ccc(CC)cc2)nc2ccccc2c1=O
 : 41, -3%, ·, ·, ·, 1%, ·
- COc1cccc(-c2noc(Nc3ccc4c(c3)OCCO4)n2)c1
 : -7, -71%, 0.32µM*, -60%, ?, -23%, ?
- CCN1c2cc(C(=O)NCc3cccc(Br)c3)ccc2C(=O)N2CCCCC21 (centres undefined)
 : 13, 30%, -3%, ?, i, 4%[12.5 µM], 32µM*
- COCCN1CCC(CN(Cc2ccncc2)C(=O)c2csc(C)n2)CC1
 : 6, 0%, 12%, -13%, -8%[11.5 µM], 3%, -3%
- CN1CCc2c([nH]c3ccccc23)C12CCN(C(=O)c1ccc3ncccc3c1)CC2
 : 8, ?, 2%, -12%, i, -2%[12.5 µM], -17%
- C[C@@H](O)[C@H]1C(=O)N2C(C(=O)OCOC(=O)C(C)(C)C)=C(SC3CN(C4=NCCS4)C3)[C@H](C)[C@H]12
 : ·, 0%, ·, ·, -10%, -2%, ·
- COCCNC(=O)[C@@H]1CCCN1c1nccc(Nc2ccccc2Cl)n1
 : 4, 1%, ·, -28%, 4%, -6%[12.5 µM], -30%
- COC(=O)Nc1cc(-c2ccncc2)nn1C
 : -10, -9%[87.6 µM], ·, -7%[138 µM], 3%[88.5 µM], 3%[87.6 µM], 5%[172 µM]
- Cc1ccc(Cl)cc1N1CCN(C(=O)COCc2cc(-c3ccc4c(c3)OCO4)on2)CC1
 : -11, 11%, ·, ·, ·, 3%, ·
- O=C(Nc1cccc(F)c1)N1CCc2nnc(C3CC3)n2CC1
 : -11, -15%, -8%, -4%, 4%, 3%, 2%

High-throughput results (PubChem)
